# Screening results: PubChem, several laboratories
# RPL19A TOR yeast – yeast TOR pathway RPL19A-GFP modulation; percent response vs DMSO, % at 10 µM; hit rate 0.3% among 330,000; S. cerevisiae RPL19A-GFP strain, flow cytometry, 3 h; active compounds read low; AID 2025;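 active = percent response vs DMSO below 50%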;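 also: median channel GFP fluorescence of the barcoded RPL19A-GFP strain; ratio of sample median GFP to plate DMSO average so 100% = DMSO; lower means less RPL19A-GFP as with rapamycin TOR inhibition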
# LAP4 TOR yeast – yeast TOR pathway LAP4-GFP modulation | S. cerevisiae LAP4-GFP multiplex, flow cytometry GFP, 3 h; median GFP as percent of DMSO wells | GFP response vs DMSO, % at 10 µM | hit rate 0.34% among 320,000 | AID 2023;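 active = GFP response vs DMSO above a set limit, about the screen mean plus 3 SD, cut at about 150% in these data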
# procasp3 activ – procaspase-3 (human) activation | recombinant procaspase-3 D3A, Ac-DEVD-pNA absorbance 405 nm | AID 463141 | activation, % at 8.5 µM | P42574 | hit rate 0.11% among 330,000;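 active = activation above the mean of all tested compounds plus 3 SD, cut at about 21% in these data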;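 also: 0% = DMSO alone and 100% = DMSO wells spiked with extra 5 µM PC-3 D3A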
# Target sequence (P42574 whole entry D9A/D28A/D175A): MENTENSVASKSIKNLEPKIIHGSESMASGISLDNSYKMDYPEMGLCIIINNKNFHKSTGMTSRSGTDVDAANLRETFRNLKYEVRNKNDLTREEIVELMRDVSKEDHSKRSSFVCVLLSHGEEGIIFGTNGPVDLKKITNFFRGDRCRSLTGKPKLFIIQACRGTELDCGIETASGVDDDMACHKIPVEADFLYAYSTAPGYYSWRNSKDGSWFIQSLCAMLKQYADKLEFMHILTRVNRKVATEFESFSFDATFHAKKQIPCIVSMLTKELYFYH
#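 Test system: Procaspase-3 D3A mutant; medium: Zinc-free HEPES/NaCl buffer with 0.01% Triton X-100 at pH 7.4; reagent: DEVD-pNA substrate; doses: one concentration, 8.5 µM nominal, 0.8% DMSO; times: 1 h preincubation plus 2 h reaction at 25 °C; signal: Epi-absorbance at 405 nm of released p-nitroaniline, 0 and 120 min; replicates: singlicate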
# GASC-1 inh – blocks human GASC-1 demethylase activity. Q9H3R0. GST-JMJD2C(1-420) H3K9me3 demethylation, DELFIA europium. inhibition, % at 2.35 µM. hit rate 0.069% among 330,000. AID 2099;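 active = more than half of a compound's replicate wells show inhibition beyond 50%, single wells judged on their own value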;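 also: signal counts dimethyl H3K9 product captured on neutravidin plate; 0% = median of DMSO wells and 100% = 0.3 times that DMSO median; strong numbers were not always called active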
# Target sequence (Q9H3R0 1-420 limits assumed): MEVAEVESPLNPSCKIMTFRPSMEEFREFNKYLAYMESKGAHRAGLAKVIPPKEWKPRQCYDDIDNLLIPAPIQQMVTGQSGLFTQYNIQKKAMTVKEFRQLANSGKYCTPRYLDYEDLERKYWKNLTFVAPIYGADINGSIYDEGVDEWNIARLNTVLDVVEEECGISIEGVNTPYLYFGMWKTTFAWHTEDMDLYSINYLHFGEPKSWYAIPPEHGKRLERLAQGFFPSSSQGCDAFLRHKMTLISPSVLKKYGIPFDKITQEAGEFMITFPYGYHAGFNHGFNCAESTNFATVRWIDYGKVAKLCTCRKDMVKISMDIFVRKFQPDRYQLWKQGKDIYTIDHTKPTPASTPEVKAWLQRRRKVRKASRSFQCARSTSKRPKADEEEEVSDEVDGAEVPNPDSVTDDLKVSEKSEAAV
# MEP2 TOR yeast – alters MEP2-GFP fluorescence in TOR pathway yeast screen; S. cerevisiae MEP2-GFP strain, flow cytometry GFP, 3 h; 100% = DMSO control level; GFP response vs DMSO, % at 10 µM; hit rate 0.51% among 330,000; AID 2016;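 active = GFP response versus DMSO above a set limit, roughly screen mean plus 3 SD, cut at about 180% in these data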;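 also: median GFP fluorescence of the barcode-gated MEP2-GFP cells per well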
# AHR activator – activators of human aryl hydrocarbon receptor; P35869; AHR-responsive luciferase reporter cells, luminescence; activation, % at 5 µM; hit rate 2.5% among 320,000; AID 2796; in the data active = activation above about 47%;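 also: 0% = vehicle wells and 100% = reference agonist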
# Yeast superoxide – yeast age-related superoxide inhibition as caloric restriction mimetic; AID 2690; S. cerevisiae aged cells, superoxide DHE fluorescence; active compounds read low; superoxide response (% of plate mean), % at 10 µM; hit rate 0.18% among 330,000;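 active = superoxide response under a set limit, about three screen SD below normal, cut at about 65% in these data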;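 also: yeast aged for seven days with compound at 30 °C before DHE staining; 100% = average MFI of all compound-treated wells on the plate with controls excluded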
# procasp7 counter – counter-screen: procaspase-7 (human) activation | P55210 | recombinant procaspase-7, Ac-DEVD-pNA absorbance 405 nm; D23A/D198A/D206A triple mutant, cannot self-cleave; scale: DMSO 0, 5 µM enzyme 100 | activation, % at 8.5 µM | hit rate 0.093% among 330,000 | AID 463210;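 active = percent activation above the screen-wide mean plus 3 SD, cut at about 25% in these data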
# Target sequence (P55210 whole entry D23A/D198A/D206A): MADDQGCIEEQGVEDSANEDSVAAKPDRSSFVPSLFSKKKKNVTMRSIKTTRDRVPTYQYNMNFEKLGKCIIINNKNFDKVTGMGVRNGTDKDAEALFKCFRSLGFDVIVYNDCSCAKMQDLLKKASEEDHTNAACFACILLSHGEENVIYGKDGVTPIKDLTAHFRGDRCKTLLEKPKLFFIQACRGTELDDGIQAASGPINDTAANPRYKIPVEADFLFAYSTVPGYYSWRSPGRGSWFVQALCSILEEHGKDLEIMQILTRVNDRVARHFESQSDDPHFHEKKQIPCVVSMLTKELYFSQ
#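 signal = Epi-absorbance of released pNA at 405 nm, two timepoints | assay system = Uncleavable procaspase-7 mutant enzyme | reagent = Ac-DEVD-pNA substrate, 400 µM as added | times = 1 h enzyme–compound preincubation and 2 h substrate reaction, both 25 °C | benchmarks = low DMSO alone, high DMSO plus 5 µM PC-7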
# Active calls of the source: *; x = no result given.
no.	compound	RPL19A TOR yeast	LAP4 TOR yeast	procasp3 activ	GASC-1 inh	MEP2 TOR yeast	AHR activator	Yeast superoxide	procasp7 counter
1	CC(C)Oc1ccc(N2CC(C(=O)Nc3ccc(N4CCOCC4)cc3)CC2=O)cc1 (stereo not given)	101	97	-1	8	105	1	104	2
2	COc1ccc2c(c1)C=C(CN1CCC(CO)(CCc3ccccc3)CC1)CO2	100	111	7	15	98	2	110	-2
3	CCN(CC(=O)NCc1cccs1)C(=O)c1cccc(S(=O)(=O)Nc2ccc(OC)cc2)c1	84	95	2	-4	98	2	94	0
4	Cc1cc(C)nc(NC(=S)Nc2ccc(Br)cc2Cl)c1	94	89	0	-2	99	2	98	5
5	CCC(C(=O)NC1CCCCC1)n1c(SCc2ccc(F)cc2)nc2ccncc21 (stereo not given)	97	97	-1	-15	103	-1	79	2
6	O=C(CSc1ccsc1[N+](=O)[O-])NCCc1ccc(Cl)cc1	99	102	-7	0	103	9	113	5
7	CC(C)N1CCN(CCCc2ccccc2)CC1CCO (stereo not given)	104	95	6	2	112	-1	105	5
8	COc1ccccc1-c1nnc(SCC(=O)Nc2ccc(S(N)(=O)=O)cc2)n1C	95	86	1	6	93	1	97	-12
9	O=C(Cn1cnc2c(nnn2Cc2ccc(Cl)cc2)c1=O)NCc1ccco1	98	99	0	71	102	-3	71	-7
10	CCCN(Cc1nc(-c2ccc(Cl)cc2)no1)CC1CCCO1 (stereo not given)	94	107	4	25	108	2	85	11
11	COCCn1c(SCC(=O)Nc2ccccc2F)nc2c(c1=O)SCC2	101	88	-7	5	97	1	109	0
12	O=C(CN(C1CCCCC1)S(=O)(=O)c1ccc(Br)cc1)NCc1ccncc1	101	98	4	2	106	4	98	0
13	c1ccc(C2=NNC(c3ccco3)=Nc3ccccc32)cc1	94	92	2	-5	90	8	113	1
14	CCCNS(=O)(=O)c1ccc(CCC(=O)N2CCCCC2)cc1	103	105	2	6	110	0	103	11
15	CC1(C)CC(=O)c2cc(C(=O)O)c(=O)n(-c3ccccc3)c2C1	108	108	-3	84	103	7	98	2
16	COc1cccc(NC(=O)CC2COc3ccccc3O2)c1 (stereo not given)	101	94	-1	-1	102	6	107	-2
17	Oc1ccc(/C=N/Nc2nc(-c3cccnc3)nc3ccccc23)c(O)c1	97	88	7	4	97	7	97	9
18	COc1ccccc1C(=O)C1CCCN(C(=O)Nc2ccccc2F)C1 (stereo not given)	97	104	12	9	96	2	108	0
19	O=C(NCCCN1CCOCC1)c1ccc(S(=O)(=O)Nc2ccccc2)cc1	100	110	-6	-9	111	0	119	3
20	CCOc1ccc2c(c1)c(N=NC(=N)N)c(O)n2C	x	x	-4	5	x	34	98	3
21	Cc1ccc(S(=O)(=O)NCCC(=O)N2CCN(S(=O)(=O)c3cccc(F)c3)CC2)cc1C	100	106	9	-6	103	-1	116	0
22	COCCN1C(=O)c2cc(C(=O)Nc3ccc(C)c(F)c3)ccc2C1Nc1ccc(C)c(F)c1 (stereo not given)	97	96	20	-17	98	4	105	1
23	O=C(c1ccccc1)c1nccn1-c1ccc(Cl)nn1	103	106	-7	-3	107	-1	97	14
24	O=C(CNC(=O)c1ccc(Br)o1)Nc1cccc(S(=O)(=O)N2CCOCC2)c1	100	95	-12	-2	98	6	97	-2
25	COc1ccc([C@@H]2[C@@H]3C(=O)N(C(C)(C)C)C(=O)[C@@H]3[C@]3(Cc4ccc(Cl)cc4)C(=O)N(c4ccc(Br)cc4)C(=O)N23)cc1	97	129	-2	15	94	8	99	0
26	Cc1c(C(=O)NC(=S)Nc2ccc(NC(=O)c3cccs3)cc2)cccc1[N+](=O)[O-]	94	97	0	5	94	-14	97	-12
27	COc1ccc(-c2noc(CCC(=O)NCc3cccnc3)n2)cc1	102	89	2	6	97	4	110	3
28	COc1cccc(NC(=O)CNc2cc(S(=O)(=O)N3CCOCC3)ccc2N2CCCC2)c1	102	104	5	2	111	2	94	-9
29	CS(=O)(=O)Nc1cccc(C2=NN(C(=O)c3ccccc3Cl)C(c3ccccc3O)C2)c1 (stereo not given)	101	103	-2	2	109	-1	106	4
30	O=C1C2C3CCC(C3NCc3ccccc3)C2C(=O)N1Cc1ccccc1 (stereo not given)	98	94	13	11	102	-2	96	2
31	CSc1ccccc1C(=O)Nc1cc(C)ccc1C	107	103	2	-7	114	8	96	-26
32	CN(CCC#N)c1ncnc2scc(-c3ccccc3)c12	100	101	6	-3	103	-2	95	-5
33	COc1ccccc1NC(=O)N(CCCN1CCOCC1)Cc1cc2cc3c(cc2[nH]c1=O)OCO3	86	95	4	6	104	7	97	-2
34	O=C(c1ccccc1S(=O)(=O)NCC(O)COc1ccc([N+](=O)[O-])cc1)N1CCCCC1 (stereo not given)	88	91	-1	15	94	1	96	16
35	COCCN1CC(=O)N2C(c3cccc(OC)c3)c3[nH]c4ccccc4c3C[C@H]2C1=O (stereo not given in full)	103	100	2	-6	106	10	98	4
36	CCCCn1c(N)c(N(CC)C(=O)c2cccc(OC)c2)c(=O)[nH]c1=O	91	96	-1	-23	93	1	86	11
37	Cc1ccc(S(=O)(=O)N2CCN(C(=O)c3sccc3-c3ccccc3)CC2)cc1	103	78	2	2	101	2	105	-2
38	O=C(c1cccc(N2C(=O)C3C4C=CC(C4)C3C2=O)c1)N1CCN(c2ccccc2F)CC1 (stereo not given)	100	91	2	-1	94	1	89	7
39	CCCCCSc1nncc(=O)[nH]1	97	106	-2	13	97	1	113	-6
40	O=c1c(/C=N\NS(=O)(=O)c2ccccc2)coc2ccc(Cl)cc12	97	84	-3	3	79	0	100	2
41	O=C(OCC(=O)C12CC3CC(CC(C3)C1)C2)c1cccnc1	96	100	4	-44	96	0	93	2
42	Cc1cccc(NC(=O)c2cc(S(=O)(=O)N(C)c3ccc(F)cc3)ccc2Cl)n1	106	105	-4	1	103	3	103	3
43	CSCC[C@H](NC(=O)Nc1ccc(S(N)(=O)=O)cc1)C(=O)O	109	102	7	-6	102	1	102	6
44	Cc1ccc(-c2cc(C(=O)NCCN3CCOCC3)c3ccccc3n2)o1	107	102	-7	8	105	0	102	-6
45	Clc1ncnc2c1oc1ccccc12	99	95	7	-10	101	16	96	6
46	CCOc1cc(N2CCOCC2)c(OCC)cc1NC(=O)COc1ncnc2ccccc12	104	92	3	5	106	17	105	20
47	COc1ccc(-c2c(C)oc3c(CN4CCN(C)CC4)c(O)ccc3c2=O)cc1	100	94	5	-16	100	0	103	0
48	C/C(=N\NC(=O)c1cc(-c2ccc(Cl)s2)[nH]n1)c1ccncc1	104	96	0	0	106	50*	102	-1
49	O=C(NCC1CCCO1)c1c(O)c2c([nH]c1=O)CCCC2 (stereo not given)	99	99	-8	0	100	3	94	-2
50	CCOC(=O)c1nnc(-c2ccccc2)[nH]c1=O	104	95	5	6	105	2	105	2

# From entry 41 to 45, copied from above:
no.	compound	RPL19A TOR yeast	LAP4 TOR yeast	procasp3 activ	GASC-1 inh	MEP2 TOR yeast	AHR activator	Yeast superoxide	procasp7 counter
41	O=C(OCC(=O)C12CC3CC(CC(C3)C1)C2)c1cccnc1	96	100	4	-44	96	0	93	2
42	Cc1cccc(NC(=O)c2cc(S(=O)(=O)N(C)c3ccc(F)cc3)ccc2Cl)n1	106	105	-4	1	103	3	103	3
43	CSCC[C@H](NC(=O)Nc1ccc(S(N)(=O)=O)cc1)C(=O)O	109	102	7	-6	102	1	102	6
44	Cc1ccc(-c2cc(C(=O)NCCN3CCOCC3)c3ccccc3n2)o1	107	102	-7	8	105	0	102	-6
45	Clc1ncnc2c1oc1ccccc12	99	95	7	-10	101	16	96	6

# More records follow.
no.	compound	RPL19A TOR yeast	LAP4 TOR yeast	procasp3 activ	GASC-1 inh	MEP2 TOR yeast	AHR activator	Yeast superoxide	procasp7 counter
51	Cc1ccc(S(=O)(=O)NC(=O)N2CCN(Cc3c(F)cccc3Cl)CC2)cc1	102	111	8	-6	103	0	106	5
52	NC(=O)C1CCN(C(=O)c2ccc3c(=O)n(Cc4ccco4)c(SCC(=O)c4ccccc4)nc3c2)CC1	96	100	-15	2	95	-3	97	-6
53	O=C(Cc1cc(=O)[nH]c(=O)[nH]1)NCc1ccc(Cl)cc1	98	91	6	-1	92	1	106	-6
54	COC(=O)Cc1c(O)ccn(CCc2ccccc2)c1=O	97	105	8	0	89	-1	95	4
55	O=C(CN1C(=O)c2ccccc2S1(=O)=O)N1CCN(c2ccc(F)cc2)CC1	101	100	-6	-6	100	0	90	8
56	Cc1ccc(N(C)S(=O)(=O)c2ccc(-c3cnc(C4CC4)o3)cc2)cc1	96	111	1	-14	122	-1	111	-3
57	c1ccc(CN2CCN(Cc3c[nH]c4ccccc34)CC2)cc1	100	94	0	-27	107	5	103	6
58	CCNC(=S)N1CCC(C(=O)c2ccc3c(c2)OCCO3)CC1	97	97	1	-20	77	-1	109	5
59	CC1(C)C2CCC1(CS(=O)(=O)N1CCC(C(=O)O)CC1)C(=O)C2 (stereo not given)	97	105	10	-2	104	3	103	-4
60	C[C@@H]1OC(Nc2ccc(N=Nc3ccccc3)cc2)[C@H](O)[C@H](O)[C@H]1O (stereo not given in full)	104	115	5	-12	104	-4	98	0
61	Cc1ccccc1CS(=O)(=O)Cc1ccc(C(=O)NC2CCCCC2)o1	97	94	8	7	91	2	92	-3
62	O=S(=O)(Nc1ccc(Cc2ccncc2)cc1)c1ccc(Br)s1	109	94	-6	0	105	3	103	6
63	COc1ccc(S(=O)(=O)NCc2ccc(C(=O)N3CCN(Cc4ccccc4)CC3)cc2)cc1	100	99	8	-24	101	1	112	-11
64	COc1cc([C@H]2[C@@H]3CCCC[C@]3(O)CCN2Cc2ccccc2F)ccc1O	102	98	13	9	108	1	93	10
65	CCOc1ccc(/C=C/C(=O)N(CC)CC(=O)NCc2cccs2)cc1OC	90	99	-2	4	94	1	83	-1
66	O=C(NC(C(=O)c1ccccc1)N1CCCCCC1)c1ccco1 (stereo not given)	104	92	11	-3	95	0	93	0
67	COc1ccc(S(=O)(=O)c2c(O)c3ccc(C(=O)Nc4cccc(F)c4)cc3[nH]c2=O)cc1	97	88	-12	2	91	1	108	-3
68	Cc1cccc(C(=O)NCc2nnc(SCC(=O)Nc3nncs3)n2C)c1	96	95	1	-7	89	0	95	-4
69	CCC1CCc2sc(C(=O)NNC(=O)c3ccncc3)cc2C1 (stereo not given)	98	106	12	-2	98	1	92	5
70	CCn1c(SCC#N)nc2cc(S(=O)(=O)N3CCOCC3)ccc21	101	86	1	3	105	6	126	10
71	COc1ccc(NC(=O)C2CCCN(S(C)(=O)=O)C2)c(OC)c1 (stereo not given)	100	99	4	-6	97	-1	105	-1
72	COc1ccc(NS(=O)(=O)c2ccc3c(c2)NC(=O)CC(=O)N3)cc1OC	96	90	0	1	104	-2	121	-1
73	CCCCn1c(N)c(N(CC(C)C)C(=O)COC(=O)Cc2cccc(OC)c2)c(=O)[nH]c1=O	99	105	6	-3	99	-1	94	3
74	COC(=O)CSc1nc2cc(OC)ccc2n1C	99	108	-8	-1	99	0	104	8
75	CC1CCN(C(=O)CCc2ccc(S(=O)(=O)NC(C)(C)C)cc2)CC1	85	98	3	6	132	2	103	-6
